Compound activity (PubChem BioAssay)
uPA generation: cell surface uPA generation inhibition. Potency, µM (top dose mostly 38.3 µM), without a hit: at the top dose activity change, negative = inhibition, actives largely listed as inhibitors. cell surface uPA generation assay, qHTS. actives 0.31% (n = 330,000). AID 540303; active = well fitted inhibition curve with a large enough effect; inconclusive = small, poorly fitted or top-dose-only effect; inactive = no such curve, though single readings can be large or run the other way; tested in mouse RAW 264.7 cells; note: potency is the fitted concentration of half-maximal effect; % is set by controls: 0 for no effect and ±100 for the full control effect; nearly all actives have a fitted effect of over 55% in size
ELG1 genotox: genotoxicity induction in ELG1-luciferase HEK293T cells. HEK293T ELG1-luciferase reporter, luminescence, 16 h. actives 1.3% (n = 330,000). Potency, µM (titrated, usually from 46 µM), inactives show at the highest dose activity change, positive = activation, hits mostly activators. AID 504466; note: potency is the fitted concentration of half-maximal effect; % of control where 0% means no effect; nearly all actives have a fitted effect of over 60% in size
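ELG1-luciferase HEK293T cells, 2,000/well; compound pinned in; 16 hr, 37 °C, 5% CO2; ONE-Glo, 30 min RT; luminescence on CCD imager.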
Gal4-VP16 FLuc: counter-screen for ROR gamma inhibitors: Gal4-VP16 reporter; Drosophila S2 Gal4-VP16 UAS-luciferase, luminescence, 20 h; Potency, µM (series often up to 53.6 µM), without a hit: at the top dose activity, negative = inhibition, most hits filed as inhibitors; actives 3.5% (n = 310,000);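 note: Gal4-VP16 expression switched on by copper sulfate through the metallothionein promoter; potency is the fitted concentration of half-maximal effect; % is set by controls: 0 for no effect and ±100 for the full control effect; nearly all actives have a fitted effect of over 50% in size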
Giardia kill: kills Giardia lamblia. activity change, % at 7.66 µM, hits read low. Giardia lamblia trophozoite viability. actives 0.15% (n = 340,000); in the data active = activity change below about -80%; inconclusive = between about -30% and that limit;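 note: parasites exposed to compound for two days anaerobically before the ATP read; % is set by controls: 0 for no effect and ±100 for the full control effect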
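Anaerobic 48 hrs incubation at 37 deg C of 100 trophozoites/well with test compounds; ATPLite 1-Step luminescence, 15-30 min RT, reports cellular ATP as viability.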
FLuc modulator: firefly luciferase modulation, counter-screen for miR-21 project; P08659; actives 6.9% (n = 360,000); purified FLuc, Km substrates, luminescence inhibition; Potency, µM (highest dose often 57.5 µM), for inactives: top-dose activity change, negative = inhibition, usual class: inhibitors; AID 588342;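 note: potency is the fitted concentration of half-maximal effect; plate controls were vehicle for no effect and reference inhibitor for full effect; nearly all actives have a fitted effect of over 55% in size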
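Purified P. pyralis luciferase, 10 nM final, with Km-level 10 uM D-luciferin and 10 uM ATP in 50 mM Tris acetate pH 7.5, 10 mM Mg acetate, 0.01% Tween-20, 0.05% BSA; 6-point qHTS titration about 60 µM downward; luminescence read.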
Tb PFK block: T. brucei PFK enzyme inhibition | O15648 | T. brucei PFK, ADP-Glo luminescence | Potency, µM (top dose mostly 57.5 µM), without a hit: top-dose activity, negative = inhibition, most hits filed as inhibitors | actives 0.17% (n = 330,000);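 note: potency is the fitted concentration of half-maximal effect; 0% = uninhibited 1x PFK enzyme wells and -100% = no-enzyme wells; nearly all actives have a fitted effect of over 60% in size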
Target sequence (O15648 whole entry, looked up): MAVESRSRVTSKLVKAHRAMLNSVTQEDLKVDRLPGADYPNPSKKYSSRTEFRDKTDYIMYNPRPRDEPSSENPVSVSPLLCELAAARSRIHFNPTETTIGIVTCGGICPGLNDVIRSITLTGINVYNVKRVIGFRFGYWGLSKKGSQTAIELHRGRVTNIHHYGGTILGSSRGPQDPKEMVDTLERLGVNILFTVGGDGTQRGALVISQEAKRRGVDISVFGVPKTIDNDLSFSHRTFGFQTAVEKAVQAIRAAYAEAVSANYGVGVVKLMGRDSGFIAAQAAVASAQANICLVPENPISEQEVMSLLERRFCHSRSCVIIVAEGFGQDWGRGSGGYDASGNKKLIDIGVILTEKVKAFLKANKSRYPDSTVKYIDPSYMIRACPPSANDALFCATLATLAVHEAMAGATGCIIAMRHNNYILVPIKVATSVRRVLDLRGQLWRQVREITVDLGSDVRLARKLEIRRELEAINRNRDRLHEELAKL
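Compounds were pin-transferred as a titration series up to 57 uM into substrate buffer (0.5 mM F6P, 0.1 mM ATP, pH 8.0), then 1.25 nM PFK was added and reactions ran 45 min before ADP-Glo detection.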
KCNH2 3.1 inh: inhibitors of human KCNH2 3.1 potassium channel isoform | U2OS KCNH2 3.1, thallium flux FluxOr; hits give low values | activity change, % (tested at about 1.8 µM) | actives 0.95% (n = 340,000);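 active = maximum activity change below -70%; inconclusive = maximum activity change from -70% to -50%; inactive = maximum activity change above -50%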;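 note: thallium influx rate constant from kinetic fluorescence after stimulation buffer; % is set by controls: 0 for no effect and ±100 for the full control effect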
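Thallium flux via FluxOr fluorescence (Red40 quencher, 45 min loading) in U2OS cells virally expressing the KCNH2 3.1 isoform (1.77 x 10^8 /mL virus, overnight at 37 C). Rate constants from 2-min kinetic reads post-stimulation, normalised to positive and negative controls.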
Coupling enz: counter-screen for Giardia aldolase inhibitors: coupling enzyme system. coupling enzyme system counterscreen, AmpLite Red fluorescence. activity change, negative = inhibition, % at 58.2 µM, hits read low. actives 0.67% (n = 290,000); in the data active = activity change below about -30%; note: % is set by controls: 0 for no effect and ±100 for the full control effect
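Counterscreen of the coupled detection system alone, without aldolase: glyceraldehyde-3-phosphate coupling enzymes plus AmpLite Red readout. Compounds at 57.5 uM final, 10 min RT preincubation, 20 min RT reaction, fluorescence 525/598 nm.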
NPC1 prom act: activators of NPC1 promoter. actives 2.4% (n = 320,000). Huh7 NPC1 promoter luciferase reporter, 24 h. Potency, µM (titrated, usually from 9.22 µM), for inactives: at the top dose activation, usual class: activators. AID 485313;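 note: potency is the fitted concentration of half-maximal effect; % of control where 0% means no effect; nearly all actives have a fitted effect of over 60% in size; reporter is driven by a mutant NPC1 promoter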
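Cells: Huh7 expressing luciferase under the NPC1 promoter, 1500/well. Seeded 2 h, compound added, incubated 24 h at 37 °C. Luciferase reagent, 10 min ambient, then luminescence.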
RORg inh: ROR gamma (mouse) transcription inhibition. P51450. Potency, µM (titrated, usually from 53.6 µM), without a hit: at the highest dose activity change, negative = inhibition, hits mostly inhibitors. AID 2551. Drosophila S2 Gal4-RORgamma UAS-luciferase reporter, 20 h. actives 5.4% (n = 310,000); note: potency is the fitted concentration of half-maximal effect; % is set by controls: 0 for no effect and ±100 for the full control effect; nearly all actives have a fitted effect of over 60% in size
Target sequence (P51450 whole entry, looked up, the tested form may be a part): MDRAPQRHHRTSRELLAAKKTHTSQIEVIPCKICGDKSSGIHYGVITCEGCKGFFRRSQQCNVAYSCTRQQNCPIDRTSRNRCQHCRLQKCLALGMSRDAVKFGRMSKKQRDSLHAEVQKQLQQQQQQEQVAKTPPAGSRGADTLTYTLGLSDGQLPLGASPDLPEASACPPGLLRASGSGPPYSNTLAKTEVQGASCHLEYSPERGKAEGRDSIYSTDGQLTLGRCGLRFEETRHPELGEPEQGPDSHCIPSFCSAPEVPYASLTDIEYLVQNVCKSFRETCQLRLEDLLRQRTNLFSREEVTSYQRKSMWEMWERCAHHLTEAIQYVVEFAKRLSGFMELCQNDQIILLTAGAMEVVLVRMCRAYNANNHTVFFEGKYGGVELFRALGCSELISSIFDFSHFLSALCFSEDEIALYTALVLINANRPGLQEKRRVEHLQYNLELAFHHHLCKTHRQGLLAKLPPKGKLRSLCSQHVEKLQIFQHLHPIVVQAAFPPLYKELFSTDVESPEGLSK
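Stably transfected Drosophila Schneider cells are the test system, with ROR gamma fused to Gal4 and luciferase under UAS control; luminescence is read after 20 hr of 700 uM copper sulfate induction at ambient temperature.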
Rab9 prom act: activators of Rab9 promoter. Huh7 Rab9 promoter-luciferase reporter, luminescence, 24 h. Potency, µM (highest dose often 9.22 µM), for inactives: top-dose activation, negative = inhibition, hits mostly activators. actives 2.8% (n = 320,000); note: potency is the fitted concentration of half-maximal effect; % of control where 0% means no effect; nearly all actives have a fitted effect of over 60% in size
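Luminescence from Amplite-detected luciferase (10 minutes, ambient) reports Rab9 promoter activation. Before that, stable Rab9-luciferase Huh7 cells (1500/well, reduced-serum OP-MEM I plus 10% FBS) were exposed to compound for 24 hours at 37C.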
The depositor's hits bear a star; ? = inconclusive; . = no result given; & = joins results of further samples; [ ] = dose if it differs, or a comment. Unless noted, calls come from the whole dose curve; as a rule, active = well fitted curve in the direction sought with a large enough effect; inconclusive = small, poorly fitted or top-dose-only effect, or another doubt; inactive = no such curve, though single readings can be large; an effect the other way counts as inactive or inconclusive.

The line under a structure holds: Giardia kill | ELG1 genotox | KCNH2 3.1 inh | Gal4-VP16 FLuc | FLuc modulator | Coupling enz | Tb PFK block | uPA generation | RORg inh | Rab9 prom act | NPC1 prom act
[1] Cc1cccc(N=C2NC(=O)/C(=C/c3cccnc3)S2)c1
  20 | 0% | -25 | -12% | ? | 4 | 2% | 6% | 1% | -5% | -2%
[2] COC(=O)c1ccc2c(=O)[nH]c(COC(=O)c3c(-c4ccccc4Cl)noc3C)nc2c1
  -17 | 14% | -4 | . | 3% | . | 14% | -7% | . | -6% | 0%
[3] C=CCNC(=O)C1CCN(S(=O)(=O)CC)CC1
  -7 | 3% | -24 | -1% | -1% | 4 | -14% | 6% | 0% | -1% | 2%
[4] CCc1ccc(NC(=O)C(C)Sc2nc(-c3ccco3)c(C#N)c(=O)[nH]2)cc1 (stereo not given)
  -11 | 7% | -2 | 8% | -13% | 10 | 1% | 3% | 19% | 0% | -1%
[5] COc1cccc(CNCCO)c1OCc1ccccc1
  -11 | -5% | -10 | 3%[10 µM] | 1% | -2 | -22% | 1% | 26% | -11% | 2%
[6] CC1=C(C(=O)OCc2ccccc2)C(c2cccc([N+](=O)[O-])c2)NC(=O)N1CCCCCC(=O)O (stereo not given)
  -1 | 3% | 6 | -16%&-4% | -1% | 5&-4 | 2% | -3% | 2%&-12% | -1% | -2%
[7] COc1ccc(C2C3=C(CC(C)(C)CC3=O)Oc3ncn(CCO)c(=N)c32)cc1OC (stereo not given)
  3 | -1% | -8 | 9% | 11% | 1 | 3% | . | -15% | -1% | 1%
[8] O=[N+]([O-])c1ncn(Cc2ccccc2Cl)n1
  -4 | 0% | 14 | 2% | 0% | -5 | -1% | -3% | -10% | 2% | -4%
[9] Cc1cnc(C(=O)OC(C)C(=O)c2c(C)[nH]c3ccccc23)cn1 (stereo not given)
  -17 | -1% | 2 | . | -2% | . | 3% | 4% | . | -4% | -3%
[10] Cc1cc(C(=O)N/N=C/c2cccc3ccccc23)c(C)o1
  4 | ? | -3 | -5% | 19µM* | 1 | -1% | -6% | ? | 19% | 13%
[11] COc1ccc(-c2csc(NC(=S)NC(=O)/C=C/c3ccc(C(C)C)cc3)n2)cc1OC
  ? | 2% | -13 | 7.9µM* | -2% | -3 | 4% | 0% | 4µM* | 6% | 0%
[12] Cc1ccc(NC(=O)c2cccc(OCc3c(C)noc3C)c2)c(C)c1
  1 | -3% | -17 | 13% | -10% | 2 | 0% | -10% | ? | -12% | -2%
[13] Cc1nnc(SCCCN2C(=O)c3ccccc3C2=O)o1
  -20 | 0% | 17 | 17% | 1% | 4 | -5% | 0% | 6% | 0% | 0%
[14] CC(C)c1ccc(/C=C2\NC(=O)NC2=O)cc1
  10 | ? | -2 | -19% | 21µM* | -2 | 1% | 0% | 34% | 9% | 25%
[15] COc1ccc(C(=O)Nc2ccccc2C(=O)Nc2cccc(C)n2)cc1
  -25 | 4% | -5 | 0% | 5.4µM* | 1 | 1% | ? | 1% | 26% | ?
[16] NC(=O)CCCSc1nc2ccccc2[nH]1
  -11 | -1% | 2 | 23% | -4% | -2 | -1% | -9% | 3% | 0% | 1%
[17] O=C(NC1CCCCC1)Oc1ccccc1
  13 | 9% | 17 | 20% | ? | 6 | 3% | 1% | -32% | ? | 5%
[18] CCOC(=O)c1c(C)c(-c2ccccc2)n(CC(=O)NCCCN(CC)CC)c1C
  1 | -1% | -25 | -6% | 4% | 1 | 1% | -16% | -25% | -5% | -5%
[19] CC(=O)c1cc2c(cc1N/C(=N/S(=O)(=O)c1ccccc1)c1ccc(Cl)cc1)OCO2
  12 | -2% | 6 | -17% | 2%&-2% | 5 | 0% | -6% | 2% | -1% | -2%
[20] O=C(CO/N=C1\CCCc2nonc21)Nc1ccccc1Cl
  -13 | 4% | 7 | 4% | 0% | 0 | 1% | 0% | 1% | 15% | 1%
[21] COc1cccc(NC(=O)Cn2c(=O)n(CCC(=O)NC3CCN(Cc4ccccc4)CC3)c(=O)c3ccccc32)c1
  -5 | -3% | -11 | -3% | -1% | 2 | -2% | 1% | 0% | -12% | 8%
[22] Cn1c(C(=O)c2ccccc2[N+](=O)[O-])nc2ccccc21
  -25 | 0% | 21 | -13% | 4% | -30* | 0% | -13% | 16% | -7% | 1%
[23] COc1cccc(/C=N/NC(=O)C(=O)NCc2ccco2)c1O
  -8 | 0% | 4 | 6.3µM* | ? | -5 | -2% | ? | 4µM* | -6% | -1%
[24] Cc1n[nH]c(=O)nc1NCCN(C)C
  -11 | 1% | -7 | -8% | -1% | 0 | -2% | -2% | -29% | 5% | -2%
[25] Cc1ccnc(SCC(=O)Nc2cccc(S(=O)(=O)N3CCOCC3)c2)n1
  10 | 0% | -7 | . | . | . | -2% | -2% | . | . | .
[26] COC(=O)C1=CO[C@@H](OC2OC(CO)C(O)C(O)C2O)[C@@H]2C(CO)=CC[C@H]12 (stereo not given in full)
  0 | -4% | 22 | 3% | 8% | 4 | -8% | -7% | -4% | -3% | -2%
[27] Cn1c(=O)oc2cc(S(=O)(=O)N3CCC4(CC3)OCCO4)ccc21
  5 | 3% | 9 | 8% | -1% | 0 | 0% | -2% | 0% | -1% | 1%
[28] CCOc1ccccc1NC(=O)NCc1ccccc1F
  -23 | -3% | 23 | -13% | ? | -1 | 0% | -26% | 7% | -6% | -4%
[29] CCOc1ccc(-c2nonc2NC(=O)c2ccco2)cc1OCC
  -2 | 3% | 14 | -8% | 2%&-9% | . | -1% | -8% | -4% | -8% | -2%
[30] Cc1cc(OCC(=O)NCCCN2CCOCC2)c2c(C)cc(=O)oc2c1
  -9 | 0% | -16 | -9% | 1% | 0 | 6% | 7% | -4% | 2% | -5%
[31] O=C(O)c1ccc(Nc2nc(-c3ccccc3)cs2)cc1
  -16 | -2% | -2 | ? | 0.67µM* | 7 | 0% | 4% | -26% | 0.4µM* | 0.4µM*
[32] COc1ccccc1CNc1ccc(CNc2ncn[nH]2)cc1
  -21 | -6% | 2 | 13% | 2% | -1 | -1% | 0% | 14% | -1% | 0%
[33] COC1=C/C(=C/c2c(N)n3cc(C)sc3nc2=O)C=CC1=O
  -3 | 2% | 11 | ? | 3.8µM* | 0 | ? | 1% | ? | 0% | 2%
[34] Nc1c([N+](=O)[O-])cnnc1-c1ccccc1
  ? | 1% | -1 | 0% | 1% | 3 | -4% | -7% | -3% | 2% | -2%
[35] CC(C)N1CCC2(CC1)C(C#N)=C(N)NC(S)=C2C#N
  . | -7% | . | -7% | 5% | -6 | 4% | . | ? | 1% | -3%
[36] CCCOc1cccc(C(=O)NCCCNC(=O)c2cccnc2)c1
  -17 | 0% | -1 | -3% | 4% | -3 | -10% | -7% | 22% | 6% | -4%
[37] O=C(O)CC1Oc2ccc(Cl)cc2NC1=O (stereo not given)
  3 | -7% | 0 | 2% | 0% | 1 | 0% | -8% | -29% | -6% | -8%
[38] CCN(CC(=O)NC1CCS(=O)(=O)C1)c1nc(-c2ccccc2)nc2ccccc12 (stereo not given)
  -1 | 1% | -28 | 0% | 2% | 2 | 0% | 3% | ? | -5% | 1%
[39] CC(=O)c1ccc(OC(=O)CN2C(=O)c3ccccc3C2=O)cc1
  9 | 1% | -4 | 3% | -8% | 3 | 1% | -1% | -3% | 0% | 3%
[40] Cc1cccnc1NC(=O)CSc1nnc(Cc2ccccc2)o1
  -24 | 4% | 31 | -11% | 0% | -1 | -2% | -7% | -28% | 0% | -2%
[41] COc1cc(COc2ccc3c(C)c(Cc4ccccc4)c(=O)oc3c2)cc(OC)c1OC
  -9 | 13% | -9 | 1% | 6% | -2 | -4% | 9% | 2% | -4% | -1%
[42] CC1CCN(C(=O)CSc2nc(=O)n3ccccc3n2)CC1
  16 | 3% | 2 | . | 4% | . | -6% | 2% | . | 1% | 0%
[43] CC1(C)Cc2c(sc(NC(=O)COc3cccc4ccccc34)c2C#N)C(C)(C)N1
  -24 | ? | -2 | 5µM* | 0% | -2 | 25% | 2% | 8.9µM* | -13% | -8%
[44] COc1ccc(-c2nnn(CC(=O)N(CC3CCCO3)C(C(=O)NC(C)(C)C)c3ccco3)n2)cc1OC (stereo not given)
  3 | 14% | 6 | 9%[10 µM] | 6% | 2 | -6% | -2% | 24% | -6% | -1%
[45] O=C(Nc1ccc2[nH]c(=O)[nH]c2c1)c1ccc([N+](=O)[O-])o1
  11 | 1% | 0 | . | -5% | . | -27% | -38% | . | -1% | 6%
[46] Cc1cccc(N(C(=O)c2csnn2)C(C(=O)NCc2ccccc2)c2ccncc2)c1 (stereo not given)
  2 | 5% | -14 | -2% | -1% | 1 | 1% | -1% | -33% | -3% | -3%
[47] O=C(c1cccs1)N1CCC(c2ccccc2)C1 (stereo not given)
  5 | 18µM* | -5 | 2% | 21µM* | -1 | -1% | -3% | 16% | 2.8µM* | 3.2µM*
